# Tn6 DDE FP: inhibitors of Tn6 peptide binding to fibrin DD(E), primary screen, biochemical, fluorescence polarization, human fibrin, Tn6 probe; 370,000 compounds, 0.21% hits; Fibrinogen beta chain (Homo sapiens), P02675; AID 720509, 2013; Fibrin DD(E) TRITC-Tn6 fluorescence polarization displacement; inhibition, % at 8.3 µM;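 active means inhibition above a per-campaign cutoff: mean of compounds within control limits plus 3 SD, cut at about 15% in these data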;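 further: 0% = median of all compound wells on the plate and 100% = blocking peptide control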
# Target sequence (P02675 whole entry, looked up): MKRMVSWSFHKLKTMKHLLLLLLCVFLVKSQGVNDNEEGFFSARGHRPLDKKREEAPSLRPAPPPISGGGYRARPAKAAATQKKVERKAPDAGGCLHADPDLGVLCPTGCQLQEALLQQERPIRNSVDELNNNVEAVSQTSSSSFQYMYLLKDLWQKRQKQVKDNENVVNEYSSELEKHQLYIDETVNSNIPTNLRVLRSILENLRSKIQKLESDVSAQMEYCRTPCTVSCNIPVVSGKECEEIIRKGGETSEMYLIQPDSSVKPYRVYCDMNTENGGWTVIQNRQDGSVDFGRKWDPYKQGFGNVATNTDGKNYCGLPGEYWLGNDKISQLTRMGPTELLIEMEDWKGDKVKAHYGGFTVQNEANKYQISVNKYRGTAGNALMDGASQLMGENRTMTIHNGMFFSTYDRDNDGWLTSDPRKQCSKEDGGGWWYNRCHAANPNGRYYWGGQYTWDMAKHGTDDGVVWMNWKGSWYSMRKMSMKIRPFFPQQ
# ASAP1 inh: inhibitors of human ASAP1 ArfGAP activity, primary screen, biochemical, fluorescence polarization; inhibition, % at 16.5 µM; AID 624377, 2012; ASAP1-stimulated ARF1 GTP hydrolysis, GDP FP detection; 360,000 compounds, 0.19% hits; Arf-GAP with SH3 domain, ANK repeat and PH domain-containing protein 1 (Homo sapiens), …; in the data active means inhibition above about 25%;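 further: 0% = vehicle with enzyme and substrate and 100% = no enzyme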
# Target sequence (Q9ULH1 325-724 limits assumed): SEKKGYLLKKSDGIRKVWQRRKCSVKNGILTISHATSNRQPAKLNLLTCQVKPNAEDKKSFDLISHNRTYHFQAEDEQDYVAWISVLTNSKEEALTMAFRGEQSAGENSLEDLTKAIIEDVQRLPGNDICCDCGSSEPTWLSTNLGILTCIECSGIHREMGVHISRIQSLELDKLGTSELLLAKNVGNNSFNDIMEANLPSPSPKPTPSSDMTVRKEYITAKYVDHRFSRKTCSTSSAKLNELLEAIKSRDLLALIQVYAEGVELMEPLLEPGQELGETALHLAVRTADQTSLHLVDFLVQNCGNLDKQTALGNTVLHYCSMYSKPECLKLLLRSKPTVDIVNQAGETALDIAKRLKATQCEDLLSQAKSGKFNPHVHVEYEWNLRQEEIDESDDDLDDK
# Tn7 DDE FP: inhibitors of Tn7 peptide binding to fibrin DD(E), primary screen, biochemical, fluorescence polarization, human fibrin, Tn7 probe. Fibrinogen beta chain (Homo sapiens), P02675. FP displacement of FITC-Tn7 peptide from fibrin DD(E); 0% = median of compound wells per plate. inhibition, % at 8.3 µM. 370,000 compounds, 0.13% hits;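 active means inhibition above the mean of compounds falling within the control limits plus 3 SD of them, cut at about 14% in these data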;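 further: 0% = plate median of compound wells and 100% = 10 µM Aha-Tn7 peptide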
#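 Test system: human clot-derived fibrin DD(E) complex / Quantity: 2 µM final DD(E) protein / Incubation: 10 min plus 3 h, room temperature / Measured by: fluorescence polarization / Benchmarks: high control of 10 µM Aha-Tn7 peptide / Replicates: singlicate testing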
# PLCg1 inh: PLC-gamma1 enzyme inhibitors, primary screen, biochemical, fluorescence, purified enzyme. 1-phosphatidylinositol 4,5-bisphosphate phosphodiesterase gamma-1 (Homo sapiens), P19174. inhibition, % at 12.2 µM. 370,000 compounds, 0.84% hits. AID 720700, 2013. fluorogenic substrate; in the data active means inhibition above about 9.5%
# SIAE primary: human SIAE inhibitors, primary screen, biochemical, fluorescence polarization, FP-Rh probe, 1536-well HTS. Sialate O-acetylesterase (Homo sapiens), Q9HAT2. SIAE FP-Rh probe binding. 370,000 compounds, 0.69% hits. inhibition, % at 9.66 µM;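 active means inhibition above a cutoff: mean of compounds within the control limits plus 3 SD of those, cut at about 17% in these data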;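 further: 0% = plate median of compound wells and 100% = probe without SIAE protein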
# PLC-beta3 inh: human PLC-beta3 inhibitors, primary screen, biochemical, fluorescence; AID 720704, 2013; 370,000 compounds, 0.18% hits; inhibition, % at 12.2 µM; Purified PLC-beta3, fluorogenic substrate; 1-phosphatidylinositol 4,5-bisphosphate phosphodiesterase beta-3 (Homo sapiens), Q01970; in the data active means inhibition above about 11%;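 further: 0% = median of compound wells on plate and 100% = full blocker control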
# TDP2 absorb: human TDP2 enzyme inhibitors, primary screen, biochemical, epi absorbance, recombinant enzyme; Tyrosyl-DNA phosphodiesterase 2 (Homo sapiens), O95551; T5PNP hydrolysis, p-nitrophenol absorbance 415 nm; inhibition, % at 12.8 µM; 370,000 compounds, 0.34% hits; AID 720702, 2013;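 active means inhibition above the mean of all tested compounds plus 3 SD, set per campaign, cut at about 25% in these data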;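 further: 0% = DMSO with enzyme and 100% = buffer with substrate but no TDP2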
#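 System – recombinant human TDP2 · Amount – 120 nM TDP2 per well · Buffer or medium – Mg2+-containing Tris-HCl buffer, pH 7.5 · Reagent – T5PNP substrate, 5 mM · Dosing – 12.8 µM single point, 1% DMSO · Incubation – 2 h at 37 °C · Measured by – epi absorbance · Read-out basis – percent inhibition · Benchmarks – high control without enzyme, low control DMSO plus TDP2 · Repeats – singlicate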
# ADAM10 inh: human ADAM10 inhibitors, primary screen, biochemical, QFRET, HTS | recombinant ADAM10, EDANS/DABCYL FRET peptide cleavage, 3 h | inhibition, % at 7 µM | 370,000 compounds, 0.62% hits | AID 720582, 2013;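 active means inhibition above a per-campaign cutoff equal to the mean of compounds falling between control-based bounds plus 3 SD, cut at about 20% in these data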;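 further: 0% = DMSO wells while the 100% control is not disclosed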
# ARFGAP1 inh: inhibitors of rat ARFGAP1 GAP activity, primary screen, biochemical, fluorescence polarization, GDP tracer. ADP-ribosylation factor GTPase-activating protein 1 (Rattus norvegicus), Q62848. Arfgap1-stimulated ARF1 GTP hydrolysis, GDP FP detection. inhibition, % at 16.5 µM. 360,000 compounds, 0.26% hits;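 active means inhibition above a per-plate limit, mean inhibition of low control wells plus 3 SD, cut at about 25% in these data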;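 further: 0% = DMSO wells with enzyme and 100% = wells lacking Arfgap1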
# Target sequence (Q62848 1-136 limits assumed): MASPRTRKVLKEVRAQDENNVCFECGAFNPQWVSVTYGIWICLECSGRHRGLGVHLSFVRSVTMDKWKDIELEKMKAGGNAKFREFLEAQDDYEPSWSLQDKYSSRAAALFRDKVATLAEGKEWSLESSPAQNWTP
#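 System: truncated rat Arfgap1 GAP domain / Benchmarks: high control wells lacking Arfgap1, low control full reaction with DMSO / Times: compound-enzyme preincubation 20 min, reaction 120 min, detection 60 min, 25 °C / Repeats: one replicate per compound / Also added: human ARF1(Δ1-17)-GTP substrate / Measured by: Tracer-displacement fluorescence polarization with EDTA stop, 620/688 nm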
# ADAM17 inh: ADAM17 inhibitors, primary screen, biochemical, QFRET; Disintegrin and metalloproteinase domain-containing protein 17 (Homo sapiens), P78536; recombinant ADAM17, EDANS/DABCYL FRET peptide cleavage; inhibition, % at 6.95 µM; 370,000 compounds, 0.83% hits; AID 720648, 2013;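 active means inhibition above the mean of compounds lying between control limits plus 3 SD, set per campaign, cut at about 8.5% in these data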;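 further: 0% = DMSO-only wells as the low control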
# Active calls of the source: *; . = not tested or not shown.
# Fields: Tn6 DDE FP	ASAP1 inh	Tn7 DDE FP	PLCg1 inh	SIAE primary	PLC-beta3 inh	TDP2 absorb	ADAM10 inh	ARFGAP1 inh	ADAM17 inh
> CC1(C)CC(=O)c2c(O)cc(OCC(=O)Nc3ccc(S(N)(=O)=O)cc3)cc2O1
→ 1	-3	-8	2	-10	4	8	-2	13	2
> CC1(C)Nc2ccccc2C(=O)N1NC(=O)c1ccccc1
→ 1	-2	-2	-96	-7	-117	-8	-220	-22	-73
> COc1ccc(NC(=O)Cc2nnc(SCC(=O)Nc3ccccc3)n2C)cc1
→ 13	-11	10	0	-4	-3	-4	1	-3	-3
> O=C(c1ccc(N2C(=O)CCC2=O)cc1)N1CCN(c2ccccc2)CC1
→ -7	7	4	2	-4	0	4	-6	4	-5
> CN(C(=O)Cn1nnc(-c2ccccc2)n1)C1CCS(=O)(=O)C1 (stereo not drawn)
→ -2	3	-3	0	10	-6	-5	-12	-6	5
> Cc1c(C)c2ccc(OC(C)C(=O)NCCCN3CCOCC3)c(C)c2oc1=O (stereo not drawn)
→ 3	-5	1	-14	-6	-31	12	-161	4	-53
> COc1ccccc1C(=O)NCCC(=O)N1CCN(c2ccccc2O)CC1
→ -7	11	1	0	11	-11	-2	1	-1	-1
> CCCCCC(=O)N1C[C@H](n2cc(COC(=O)c3ccccc3)nn2)[C@@H](O)C[C@@H]1c1ccc(OC)cc1
→ -5	-2	10	-2	-2	-6	1	14	-8	6
> COc1cc(F)ccc1S(=O)(=O)N1CCN(Cc2ccccc2)CC1
→ -1	-10	-1	1	-4	-3	8	-1	-2	-1
> O=C(CCc1ccccc1)NCC(c1ccco1)N1CCc2ccccc21 (stereo not drawn)
→ 5	4	0	0	4	0	11	3	11	1
> O=C(Nc1ccc2c(c1)CCC2)c1cccc(S(=O)(=O)Nc2ccccc2Cl)c1
→ -12	-9	-5	1	-10	-2	-1	17	2	7
> CC(C)c1nc(SCC(=O)NCc2ccccc2)n[nH]1
→ -2	-4	3	-1	4	0	1	-1	0	-5
> N#Cc1ccc(CN2CCN(C(=O)c3ccccc3)CC2)c(Cl)c1
→ -5	-3	3	-1	-3	1	-1	3	0	1
> c1ccc(Nc2nc(-c3cccs3)cs2)nc1
→ -10	6	3	0	5	-3	6	5	-7	1
> CN(CCCOc1ccccc1Br)Cc1ccccc1
→ -5	-8	3	2	7	-6	15	-2	9	-3
> O=C(Nc1cccc(C(F)(F)F)c1)c1ccc2nc(-c3ccco3)c(-c3ccco3)nc2c1
→ -5	-10	-6	-1	-2	0	-6	-10	-3	-2
> CCn1c(SCC(=O)Nc2cc(C)on2)nc2sc3c(c2c1=O)CCCC3
→ 0	4	-1	-3	-3	0	10	-4	2	-5
> O=C(O)c1ccc2c(c1)C(=O)N(c1cccc3ccccc13)C2=O
→ -1	-2	-3	-60	-1	-88	8	-111	2	-48
> CCOC(=O)C1=C(CN2CCN(C(=O)c3ccco3)CC2)NC(=O)NC1c1ccc(OC)cc1 (stereo not drawn)
→ 3	5	2	0	1	-3	-5	-1	9	1
> Cn1cccc1C(=O)C(=O)Nc1ccccc1C(F)(F)F
→ -4	11	5	0	-6	-6	-4	-10	1	-5
> Cc1ccc(C(C)C)c(OCC(=O)NNC(=O)Cc2ccc(S(=O)(=O)N3CCOCC3)s2)c1
→ 1	3	-1	-5	1	-6	1	0	-4	4
> N#Cc1ccc(C(c2nnnn2CCc2ccccc2)N2CCCCCC2)cc1 (stereo not drawn)
→ -6	9	-7	8	0	10	4	-1	-4	0
> OC(CCN1CCCCC1)(c1ccccc1)C1C[C@@H]2C=C[C@H]1C2 (stereo partly drawn)
→ 2	9	-6	1	3	5	0	-1	-3	-3
> CCOC(=O)C(=O)Nc1nnc(Cc2ccc(OC)c(OC)c2)s1
→ 1	13	-5	1	1	1	7	6	6	-4
> CCOCCCNC(=O)CN1C(=O)COc2ccc(S(=O)(=O)N3CCOCC3)cc21
→ -3	-5	-5	3	3	-2	-7	-1	-11	-1
> COc1cccc(CNCc2cccc(Br)c2)c1OC
→ -9	-8	9	3	7	2	8	4	8	-4
> O=C1CCCC(O)=C1C1C2=C(CCCC2=O)Oc2ccccc21 (stereo not drawn)
→ 2	-13	5	1	-1	-2	3	-5	3	-5
> COc1cc2c3c(c1)c(N=NC(N)=S)c(O)n3C(C)(C)C=C2C
→ -7	-4	-3	0	7	3	-3	3	13	-2
> CCCN(CCC)S(=O)(=O)c1ccc(NC(=O)C2CCCO2)cc1 (stereo not drawn)
→ 5	-12	-4	-1	-3	-1	5	3	5	-6
> CC1(C)CC(NC(=O)c2ccc(Cl)c(Cl)c2)CC(C)(C)N1
→ 4	12	1	0	-8	-1	-4	1	4	-7

# The listing continues:
structure | Tn6 DDE FP | ASAP1 inh | Tn7 DDE FP | PLCg1 inh | SIAE primary | PLC-beta3 inh | TDP2 absorb | ADAM10 inh | ARFGAP1 inh | ADAM17 inh
CC(C)(C)c1ccc(C(=O)Nc2cc(Cl)ccc2C(=O)O)cc1 | -2 | . | -4 | -4 | -36 | -7 | 0 | 12 | . | 1
CCCCNC(=S)N/N=C/c1sccc1C | 1 | -1 | 0 | 6 | 9 | 4 | -12 | 4 | 6 | 4
C=CCn1c(=O)c2ccccc2n2c(SCC(=O)O)nnc12 | 2 | 7 | 2 | -2 | -3 | -7 | 10 | 0 | -12 | 0
Cc1cc(C)c(NC(=O)C2CCCCN2C)c(C)c1 (stereo not drawn) | 13 | -2 | -5 | 1 | 16 | -1 | 11 | 0 | -4 | -2
Cc1c(C(=O)Nc2c(F)cccc2F)sc2ncnc(N3CCN(c4ccccc4)CC3)c12 | -10 | -4 | 6 | -17 | -14 | -20 | -1 | 10 | -1 | 4
O=C(CCSc1ccccc1)Nc1nccs1 | -8 | -7 | 0 | 0 | -4 | -1 | -11 | -6 | 2 | -5
O=C(C1=C(O)C(=O)N(CCN2CCOCC2)C1c1cccc([N+](=O)[O-])c1)c1cc2ccccc2o1 (stereo not drawn) | -2 | 10 | -13 | 0 | 8 | -4 | -8 | 0 | 7 | 5
CCOC(=O)Nc1cc(OC)c(OC)cc1Cc1nccc2cc(OC)c(OC)cc12 | 0 | 5 | 3 | 4 | 8 | 0 | -12 | 10 | -2 | 3
CC(=NNC(=O)c1cccc(S(=O)(=O)N2CCOCC2)c1)c1ccccc1 | -5 | 6 | 0 | -2 | 5 | -12 | 7 | -14 | 4 | -4
CCn1cc(C(=O)NN)c(=O)c2cc(F)c(N3CCOCC3)cc21 | -8 | -2 | 2 | -19 | -11 | -24 | -10 | -16 | -3 | -9
O=C(O)c1ccccc1NC(=S)NC(=O)c1sc2ccccc2c1Cl | -9 | 13 | -3 | -15 | 0 | -31 | -3 | -94 | 12 | -35
CC(c1n[nH]c(=S)n1-c1ccc(F)cc1)N1CCCCC1 (stereo not drawn) | -2 | -5 | 3 | 1 | 4 | 1 | 8 | -1 | 3 | -5

# Ordered by length of the SMILES (descending): part of the list above
structure | Tn6 DDE FP | ASAP1 inh | Tn7 DDE FP | PLCg1 inh | SIAE primary | PLC-beta3 inh | TDP2 absorb | ADAM10 inh | ARFGAP1 inh | ADAM17 inh
O=C(O)c1ccccc1NC(=S)NC(=O)c1sc2ccccc2c1Cl | -9 | 13 | -3 | -15 | 0 | -31 | -3 | -94 | 12 | -35
Cc1cc(C)c(NC(=O)C2CCCCN2C)c(C)c1 (stereo not drawn) | 13 | -2 | -5 | 1 | 16 | -1 | 11 | 0 | -4 | -2
O=C(CCSc1ccccc1)Nc1nccs1 | -8 | -7 | 0 | 0 | -4 | -1 | -11 | -6 | 2 | -5

# Some of the entries so far, with each value named.
structure: CC(=NNC(=O)c1cccc(S(=O)(=O)N2CCOCC2)c1)c1ccccc1
  Tn6 DDE FP = -5
  ASAP1 inh = 6
  Tn7 DDE FP = 0
  PLCg1 inh = -2
  SIAE primary = 5
  PLC-beta3 inh = -12
  TDP2 absorb = 7
  ADAM10 inh = -14
  ARFGAP1 inh = 4
  ADAM17 inh = -4
structure: Cc1cc(C)c(NC(=O)C2CCCCN2C)c(C)c1 (stereo not drawn)
  Tn6 DDE FP = 13
  ASAP1 inh = -2
  Tn7 DDE FP = -5
  PLCg1 inh = 1
  SIAE primary = 16
  PLC-beta3 inh = -1
  TDP2 absorb = 11
  ADAM10 inh = 0
  ARFGAP1 inh = -4
  ADAM17 inh = -2

# (continued)
structure | Tn6 DDE FP | ASAP1 inh | Tn7 DDE FP | PLCg1 inh | SIAE primary | PLC-beta3 inh | TDP2 absorb | ADAM10 inh | ARFGAP1 inh | ADAM17 inh
CN(C)CCCN(CCCN(C)C)C(=S)Nc1ccc(S(=O)(=O)N2CCOCC2)cc1 | -7 | 1 | -1 | 11* | 2 | -4 | -9 | 0 | -2 | 2
CCCNC(=O)C1(C)CCCN(C(=O)c2ccc3c(c2)CCO3)C1 (stereo not drawn) | 1 | 4 | 4 | 2 | 1 | 3 | 6 | -12 | -1 | -6
O=[N+]([O-])c1ccc2nc(Cl)nc(-c3ccccc3)c2c1 | -4 | 5 | -7 | 2 | -4 | -2 | 3 | -3 | -17 | -3
Oc1ccc2ccccc2c1/C=N/c1nc2c(s1)CCCC2 | -3 | -17 | -4 | -6 | 6 | -2 | -7 | -12 | -8 | -10
CCN(CC)S(=O)(=O)c1ccc(O)c(C(=O)OCC(=O)NC23CC4CC(CC(C4)C2)C3)c1 | -5 | -3 | -5 | -6 | -3 | -7 | 10 | -35 | 5 | -8
O=C(NCc1ccc(Cl)cc1)c1ccccc1CCc1ccccc1 | 4 | -3 | -8 | -5 | -3 | -5 | 6 | 3 | -4 | 3
O=C(CSc1nnc(Cc2ccccc2)o1)NCCN1C(=O)CSC1=O | 1 | -3 | 16* | -8 | -8 | 0 | -6 | 12 | 5 | -7

# Bioassay records as filed in PubChem BioAssay.
